# TDP1 block: qHTS Assay for Inhibitors of Tyrosyl-DNA Phosphodiesterase (TDP1); recombinant TDP1, AlphaScreen DNA substrate cleavage; actives 0.28% (n = 350,000); Tyrosyl-DNA phosphodiesterase 1 (Homo sapiens), Q9NUW8; Potency, µM (doses to about 130 µM), for the others: at the top dose activity change, negative = inhibition, usual class: inhibitors; further: nearly all actives have a fitted effect of over 40% in size
# Target sequence (Q9NUW8 whole entry, looked up): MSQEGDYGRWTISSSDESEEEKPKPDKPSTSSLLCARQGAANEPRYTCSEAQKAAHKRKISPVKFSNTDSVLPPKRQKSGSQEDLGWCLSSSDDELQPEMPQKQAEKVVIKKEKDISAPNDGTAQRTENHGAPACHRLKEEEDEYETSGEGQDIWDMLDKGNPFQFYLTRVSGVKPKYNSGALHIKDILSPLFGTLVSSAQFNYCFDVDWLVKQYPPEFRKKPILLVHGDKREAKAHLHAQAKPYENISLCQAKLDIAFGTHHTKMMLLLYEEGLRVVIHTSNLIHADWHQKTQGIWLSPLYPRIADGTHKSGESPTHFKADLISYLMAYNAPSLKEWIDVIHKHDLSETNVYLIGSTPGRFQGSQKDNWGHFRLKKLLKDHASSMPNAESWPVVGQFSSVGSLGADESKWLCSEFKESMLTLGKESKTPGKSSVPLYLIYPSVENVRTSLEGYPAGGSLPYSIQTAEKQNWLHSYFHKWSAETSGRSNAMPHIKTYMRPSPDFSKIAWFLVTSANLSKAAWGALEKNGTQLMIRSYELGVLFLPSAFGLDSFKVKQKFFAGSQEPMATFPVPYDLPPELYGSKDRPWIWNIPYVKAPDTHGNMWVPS
#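 E. coli-derived human Tdp1, 1 nM final. Cpd preinc 15 min RT; substrate 15 nM final, 5 min RT; AS bead mix 10 ug/ml final, 10 min RT. Signal loss = tyrosine-FITC cleavage. No-enzyme wells = max signal.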
# DT40 TDP1 no CPT: qHTS for Inhibitors of human tyrosyl-DNA phosphodiesterase 1 (TDP1): qHTS in cells in absence of CPT | Potency, µM (top dose mostly 46.2 µM), for the others: at the highest dose activity change, negative = growth inhibition, most hits filed as inhibitors | actives 15% (n = 420,000) | DT40 Tdp1-/- hTDP1 cells, no CPT, ATP luminescence, 48 h | AID 686978, 2013; further: nearly all actives have a fitted effect of over 55% in size
#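 Cells were dispensed at 400 per well, compounds added by pin tool, plates incubated ≥48 hr at 37 °C, then CellTiter-Glo added for 30 min at room temperature before luminescence reading. Line: DT40 Tdp1-/- complemented with hTDP1; camptothecin omitted.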
# DT40 TDP1 CPT: qHTS for Inhibitors of human tyrosyl-DNA phosphodiesterase 1 (TDP1): qHTS in cells in presence of CPT | chicken DT40 Tdp1-/-;hTDP1 cells + 20 nM CPT, ATP luminescence, 48 h | Potency, µM (series often up to 46.2 µM), inactives show top-dose activity change, negative = growth inhibition, most hits filed as inhibitors | actives 12% (n = 420,000) | AID 686979, 2013; further: nearly all actives have a fitted effect of over 55% in size
#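 Chicken DT40 Tdp1-/- cells complemented with human TDP1, 400 cells/well, exposed to compounds plus 20 nM camptothecin for at least 48 h at 37 C; viability read as ATP content by CellTiter-Glo luminescence.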
# Active calls of the source: *; ? = inconclusive; · = not tested or not shown; [ ] = dose if it differs, or a comment. The call rests on the fitted dose curve; in most records, active means well fitted curve in the direction sought with a large enough effect; inconclusive means small, poorly fitted or top-dose-only effect, or another doubt; inactive means no such curve, though single readings can be large; an effect the other way counts as inactive or inconclusive. On the % scale 0 is the no-effect control and ±100 the full control effect; potency means the concentration at half of the fitted maximal effect. Not a hit list. About 18% of those tested had a hit in this group.
# Values run as follows: TDP1 block | DT40 TDP1 no CPT | DT40 TDP1 CPT
- O=C(c1ccc(Cl)cc1)c1nnc(-c2ccncc2)o1
    2% | -27% | -5%
- NC(=O)COC(=O)Cc1coc2cc3c(cc12)CCC3
    4% | -8% | 2%
- CC(=O)Nc1ccc(SC[C@H](C)CN2CC[C@H](C(C)(C)C)CCC2=O)cc1
    3% | ? | ?
- COc1ccc(NC(=O)c2ccc3ccccc3c2OC)cc1
    · | ? | ?
- CC(C)CCN(C(=O)c1cc(=O)[nH]c2ccccc12)c1c(N)n(Cc2ccccc2)c(=O)[nH]c1=O
    1% | -6% | 7%
- COc1cccc(C(=O)Nc2ccc(-c3nnc(-c4ccco4)o3)cc2)c1
    0% | 10µM* | ?
- O=S1(=O)CC(O)C(O)CS1 (stereo not given)
    · | ? | 23µM*
- COC(=O)Cc1c(O)ccn(Cc2ccccc2OC)c1=O
    -1% | ? | -7%
- CN(Cc1ccccc1F)c1cc2c(c3c1ccn3C)C1CCC2C1 (stereo not given)
    · | 23µM* | ?
- COC(=O)Cc1ccc(NC(=O)c2ccc(C(C)(C)C)cc2)cc1
    4% | ? | ?
- Cc1cc(C)nc(SCC(=O)N/N=C\c2sccc2C)n1
    2% | -16% | -22%
- O=C(Nn1c(Cc2cccs2)nc2ccccc2c1=O)c1ccc(F)c(F)c1
    -3% | -6% | -7%
- CCCCc1c(C)nn(-c2nnc3c4ccccc4n(C)c3n2)c1C
    2% | 23µM* | 23µM*
- Cc1nnc2ccc(-c3cccc(NS(=O)(=O)c4ccccc4[N+](=O)[O-])c3)nn12
    -6% | 15µM* | 23µM*
- Cc1ccc(Nc2cc(C)nc3ncnn23)c(Cl)c1
    0% | ? | ?
- O=C(c1cccc2ccccc12)N1CCN=C1SCc1ccc([N+](=O)[O-])cc1
    8% | ? | -17%
- CN(CC(=O)Nc1cccc(F)c1)C(=O)CNS(=O)(=O)c1ccc(N(C)C)c([N+](=O)[O-])c1
    1% | ? | -15%
- Cc1cc(C(F)F)n2ncc(C(=O)N3CCc4ccccc4C3)c2n1
    7% | ? | ?
- Cc1ccc(C(=O)Nc2cccnc2Cl)cc1Cl
    · | 7% | 10%
- COc1nccnc1NS(=O)(=O)c1ccc(NC(=S)NC(=O)c2cccc(F)c2)cc1
    3% | -36% | 5%
- CC1(C)C(O)C=C[C@@]2(C)C1CC(=O)O[C@@]1(C)C3=CC(=O)OC(c4ccoc4)[C@]3(C)CCC21 (stereo not given in full)
    6%[56.1 µM] | ? | ?
- CN=C1SC(CC(=O)Nc2ccc(N3CCOCC3)cc2)C(=O)N1C (stereo not given)
    4% | -2% | -3%
- Cc1ccc(C(=O)NN(C)c2nc3ccccc3nc2C(F)(F)F)cc1
    0% | 3.7µM* | 4.6µM*
- COc1ccc(C2C(C#N)=C(N)Oc3n[nH]c(C)c32)cc1Cn1nc(C)c([N+](=O)[O-])c1C (stereo not given)
    3% | ? | ?
- CN(C)S(=O)(=O)c1cccc(NC(=O)Cc2ccc(-c3ccccc3)cc2)c1
    8% | ? | ?
- CCCc1ccc(-c2cc(C(=O)NN3CCOCC3)c3ccccc3n2)cc1
    2% | 0.46µM* | ?
- CC(C)(C)C1CCc2nc(NC(=O)COc3ccc(F)cc3)sc2C1 (stereo not given)
    6% | 21µM* | ?
- COc1ccccc1CNS(=O)(=O)c1ccc(-c2cc(C)no2)cc1
    0% | 0.58µM* | 0.58µM*
- CC(=O)COC(=O)CCc1nc2ccccc2[nH]c1=O
    -8% | -3% | -7%
- NC(=O)C1(N2CCCCC2)CCN(C(=S)Nc2ccc(S(N)(=O)=O)cc2)CC1
    5% | 9% | 0%
- CCOc1ccc(CCN2C(=S)N([C@@H](CC(C)C)CN3CCCC3CN3C(=S)NC[C@@H]3Cc3ccccc3)C[C@@H]2CC(C)C)cc1 (stereo not given in full)
    · | 16µM* | ?
- COC(=O)c1ccc(COc2cc([N+](=O)[O-])cc3cccnc23)o1
    -8% | -23% | -6%
- O=C(NCc1cccnc1)c1cnc2sccn2c1=O
    0% | 1% | 0%
- Cc1cccc(C(=O)Nc2ccc(N3CCN(c4ccc(F)cc4)CC3)c(C(=O)O)c2)c1
    -14% | -6% | -14%
- O/N=C/c1ccnc(SCc2ccccc2)n1
    -1% | -22% | -18%
- CCn1cc(C(=O)N[C@H](C(=O)NCCCN2CCOCC2)C(C)C)c(=O)c2cc3c(cc21)OCO3
    0% | 18% | -13%
- CCOc1ccccc1NC(=O)N1CCCC1C(=O)Nc1ccc(NC(C)=O)cc1 (stereo not given)
    0% | 2% | -3%
- COc1ccc(CC(=O)O/N=C(\N)Cc2ccc(OC)cc2)cc1
    -4% | -11% | -18%
- O=C(O)CC(CC(=O)Nc1ccc(N2CCOCC2)cc1)c1ccccc1 (stereo not given)
    0% | -11% | -9%
- O=C(NCC(=O)N1CCCCCCC1)c1ccc(Cl)cc1
    -1% | -15% | -7%

# 4 entries from above, field by field.
> CCCc1ccc(-c2cc(C(=O)NN3CCOCC3)c3ccccc3n2)cc1
  TDP1 block: 2%; DT40 TDP1 no CPT: 0.46µM*; DT40 TDP1 CPT: ?

> Cc1cccc(C(=O)Nc2ccc(N3CCN(c4ccc(F)cc4)CC3)c(C(=O)O)c2)c1
  TDP1 block: -14%; DT40 TDP1 no CPT: -6%; DT40 TDP1 CPT: -14%

> O=C(NCC(=O)N1CCCCCCC1)c1ccc(Cl)cc1
  TDP1 block: -1%; DT40 TDP1 no CPT: -15%; DT40 TDP1 CPT: -7%

> O=C(O)CC(CC(=O)Nc1ccc(N2CCOCC2)cc1)c1ccccc1 (stereo not given)
  TDP1 block: 0%; DT40 TDP1 no CPT: -11%; DT40 TDP1 CPT: -9%

# New compounds follow:
# Values run as follows: TDP1 block | DT40 TDP1 no CPT | DT40 TDP1 CPT
- CCOC(=O)c1c(NC(=O)c2ccc(S(=O)(=O)N(C)C)cc2)sc2c1CCN(C)C2
    0% | 16µM* | 23µM*
- COc1cccc(OC)c1OCCCCCCN1CCN(C)CC1
    · | -9% | -5%
- CCc1ccc(/C=C2/Sc3ccccc3N(CC(=O)NCC3CCCO3)C2=O)cc1 (stereo not given)
    4% | ? | ?
- Cc1cc(C(=O)OC(C)C(=O)Nc2nc(-c3ccccc3)cs2)c(C)o1 (stereo not given)
    5% | -15% | -3%
- CC1Oc2ccccc2OC1C(=O)Nc1nccs1 (stereo not given)
    3% | 2% | -5%
- Cc1cccc(NC(=O)c2cnn(-c3ccc(F)cc3)c2C2CCNCC2)c1C
    -1% | -27% | -29%
- COc1ccccc1-n1c(O)c(C=NCc2ccccn2)c2ccccc2c1=O
    5% | -22% | ?
- CCN(CC)C(=O)C(=O)c1cn(CCOc2ccccc2)c2ccccc12
    -2% | -1% | ?
- CCOC(=O)N1CCc2[nH]c3ccc(C)cc3c2C1
    -6% | 23µM* | 15µM*
- Cc1ccc(S(=O)(=O)N2CCCCC2)cc1NC(=O)CN1C(=O)CN(C)C1=O
    -5% | -26% | 10%
- COc1cccc(CN2CCNC(=O)C2CC(=O)N(C)C2CCCCC2)c1OC (stereo not given)
    · | -3% | 4%
- O=C(NC(=S)Nc1ccc(S(=O)(=O)N2CCCC2)cc1)C1CCC1
    5% | 16µM* | ?
- Cc1ccc(NC(=O)Cn2c(=O)nc(-c3ccccc3)c3ccccc32)cc1
    -1% | 0% | -8%
- O=C(O)C1=NN(c2ccccc2)C(=O)C1
    -5% | 11% | 5%
- COCCN(C(=O)CSc1nnc(C)n1Cc1ccccc1)c1c(N)n(CC(C)C)c(=O)[nH]c1=O
    -3% | 0% | -25%
- COc1ccccc1CC(=O)O/N=C(\N)Cc1cccc2ccccc12
    -6% | -26% | -25%
- CC(C)c1ccc(CN2CC(C(=O)O)CC2=O)cc1 (stereo not given)
    -2% | -9% | 0%
- CCC(=O)c1ccc(OC)c(OC)c1OCc1ccccc1
    · | ? | -4%
- Cc1c(NS(=O)(=O)c2ccc(NC(=O)CCC(=O)O)cc2)c(=O)n(-c2ccccc2)n1C
    · | 2% | -21%
- CN(C)CCNC(=O)c1onc(CSc2nc3ccccc3[nH]2)c1C(=O)NCCN(C)C
    · | -15% | -2%
- NC(=O)Cc1nc(-c2ccc([N+](=O)[O-])cc2)cs1
    0% | ? | 10µM*
- COc1ccccc1NC(=O)Nc1cccc(C(=O)O)c1
    -1% | -12% | 1%
- Cc1ccc(/C=N/NC(=O)Cn2ccc(C(F)(F)F)n2)o1
    -1% | 0% | 12%
- O=C(Nc1nccs1)c1ccc(COc2ccccc2Br)o1
    5% | ? | ?
- COc1cccc([C@@H]2CC=C(C(=O)O)[C@H](c3ccccc3)N2S(=O)(=O)c2ccc(C)cc2)c1
    0% | -23% | -3%
- CC(C)=CCC/C(C)=C/CNC(=O)C[C@H]1C[C@H](C(=O)N(C(C)C)C(C)C)[C@@]2(C)c3[nH]c4cc(-c5ccco5)ccc4c3CCN2C1=O
    2%[56.1 µM] | ? | ?
- C[C@H](NS(=O)(=O)c1ccc(Cl)cc1)C(=O)OCC(=O)Nc1cc(S(=O)(=O)N2CCOCC2)ccc1Cl
    · | 1% | -1%
- CCOc1ccccc1NC(=O)Cn1nc(N2CCN(c3ccccc3)CC2)ccc1=O
    5% | 18µM* | ?
- CC(=O)Nc1ccc(-c2csc(Nc3ncccn3)n2)cc1
    -4% | 2% | -6%
- COC(=O)c1cc(S(=O)(=O)Nc2cc(OC)cc(OC)c2)c[nH]1
    1% | -17% | ?
- C=CCNC(=S)N(C1CCCCC1)C1CCCCC1
    -1% | 23µM* | ?
- Cc1nc(NCCc2cnc[nH]2)c2oc3ccccc3c2n1
    3% | 0% | -29%
- COc1ccc2c(c1)c1ccc3c(c1n2C)C(=O)C=CC3=O
    6% | 0.52µM* | 0.73µM*
- CN(C)N1C(N)=C(C#N)C(c2ccccc2)C2=C1CCCC2=O (stereo not given)
    0% | -11% | 11%
- COC(=O)C(NC(C)=O)(Nc1ccccc1)C(=O)OC
    0% | -10% | -14%
- CCN1C[C@@H]2[C@@H]3C(=O)N(C)C(=O)[C@@H]3[C@](CC)(C1=O)N2C(=O)c1ccc(Cl)cc1
    · | -8% | -12%
- CC(C)c1ccc(N(CC(=O)N2CCN(Cc3ccccc3)CC2)S(C)(=O)=O)cc1
    · | ? | -6%
- Cn1c(=NC(=O)C2=NNC(=O)CC2)sc2ccccc21
    7% | -9% | 0%
- Clc1ccc(CSc2nnc(-c3cccnc3)n2Cc2ccco2)c(Cl)c1
    -6% | ? | ?
- COc1ccc(CCn2c(-n3nc(C)cc3C)nc3c2c(=O)[nH]c(=O)n3C)cc1
    · | 1.6µM* | 1.8µM*
- CN(C(=O)Nc1ccc(C(C)(C)C)cc1)C1CCCCC1
    -1% | -5% | -25%
- O=C(O)c1ccc(/C=N\Nc2ccccn2)cc1
    · | ? | ?
- O=C(NC1CC1)C1=C[C@H](c2ccc(Br)cc2)C[C@H](OCc2ccc(CO)cc2)O1
    0% | 15µM* | 23µM*
- C=C(C)CSc1[nH]c(=O)cc(C)c1C#N
    -1% | 0% | 0%
- Cc1ccc(-n2c(C)cc(/C=C3/C(=N)N4C(c5ccccc5)=CSC4=NC3=O)c2C)cc1
    2% | 23µM* | ?
- O=C(c1cccc(S(=O)(=O)N2CCCC2)c1)N1CCCc2ccccc21
    5% | -20% | ?
- N#Cc1cccc(NC(=O)CN2NS(=O)(=O)c3ccccc3C2=O)c1
    4% | -16% | -5%
- CCC(c1nc2ccccc2[nH]1)n1c(-c2cccnc2)nc2ccccc21 (stereo not given)
    · | 20% | 17%
- Nc1c(Cl)cc2c(c1Br)Cc1ccccc1-2
    · | -11% | -1%
- O=C(Nc1nccs1)c1cccnc1Cl
    · | -18% | -16%
- COC(=O)CCN1CCC(C(N)=O)CC1
    0% | -10% | -14%
- CC(NC(=O)c1cccnc1)C(c1ccccc1)N1CCN(C)CC1 (stereo not given)
    2% | 7% | 1%
- CCN1CCN(CC(=O)Nc2c(OC)cccc2OC)CC1
    · | -8% | 26%
- O=C(Nc1ccc(Br)cc1F)N1CCC2(CC1)Oc1ccccc1C(=O)N2Cc1ccccc1F
    0% | 16µM* | ?
- COc1ccc(CN2CCCC(C(=O)N3CCCC3)C2)cc1 (stereo not given)
    -3% | 9% | 2%
- C#CCn1cc(/C=C2\NC(=O)NC2=O)c2ccccc21
    · | ? | ?
- Cc1c(C(=O)N2CCOCC2)sc(NC(=O)C(C)C)c1C#N
    · | -11% | -10%
- Cc1c2c(n3c(nc4ccccc43)c1C#N)N(CCN1CCOCC1)CC2
    1% | -12% | -6%
- O=C(NNC(=O)C1CC1c1ccccc1)Nc1cccc(Cl)c1 (stereo not given)
    1% | -18% | -1%

# Bioassay records: PubChem BioAssay, National Center for Advancing Translational Sciences (NCATS)
